Screening data: PubChem BioAssay, Sanford-Burnham Center for Chemical Genomics
ATG4B inhibitor – ATG4B protease inhibitors, primary screen, biochemical, fluorescence, uHTS. Cysteine protease ATG4B (Homo sapiens), Q9Y4P1. ATG4B cleavage of LC3-PLA2, NBD-HPC fluorescence, 1 h. inhibition, % at 8.33 µM. 340,000 compounds, 0.51% hits; in the data active = inhibition above about 40%
Target sequence (Q9Y4P1 whole entry, looked up): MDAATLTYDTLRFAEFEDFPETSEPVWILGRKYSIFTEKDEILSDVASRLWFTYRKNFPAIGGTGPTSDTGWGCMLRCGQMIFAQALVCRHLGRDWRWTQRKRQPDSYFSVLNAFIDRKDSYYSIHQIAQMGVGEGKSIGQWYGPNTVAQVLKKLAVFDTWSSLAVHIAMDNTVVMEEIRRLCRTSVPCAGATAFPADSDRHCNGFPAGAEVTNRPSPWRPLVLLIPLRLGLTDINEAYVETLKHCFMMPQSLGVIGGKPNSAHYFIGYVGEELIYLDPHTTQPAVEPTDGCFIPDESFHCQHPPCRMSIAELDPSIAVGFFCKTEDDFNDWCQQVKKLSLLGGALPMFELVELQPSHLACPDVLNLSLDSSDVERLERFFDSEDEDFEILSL
Gli-Sufu antag – Gli-Sufu pathway antagonists, primary screen, luciferase luminescence, Sufu-KO-LIGHT cells, uHTS; Sufu-KO-LIGHT fibroblasts, Gli luciferase reporter luminescence; inhibition, % at 5 µM; 340,000 compounds, 0.74% hits; AID 588413, 2011;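 active = inhibition above about 55%, limit read from the data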;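 also: 0% = DMSO-treated cells and 100% = wells with medium but no cells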
UBC13 inh – UBC13 polyubiquitin chain formation inhibitors, primary screen, biochemical, TR-FRET, uHTS | AID 485273, 2010 | 330,000 compounds, 0.47% hits | Ubiquitin-conjugating enzyme E2 N (Homo sapiens), P61088 | inhibition, % at 20 µM; in the data active = inhibition above about 45%, passing the limit was not always enough
Target sequence (P61088 whole entry, looked up): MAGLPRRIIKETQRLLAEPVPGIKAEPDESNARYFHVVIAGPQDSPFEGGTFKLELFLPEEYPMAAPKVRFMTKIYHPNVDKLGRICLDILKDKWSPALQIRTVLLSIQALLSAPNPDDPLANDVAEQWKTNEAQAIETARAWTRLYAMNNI
CXCR6 block – CXCR6 receptor inhibitors, primary screen, cell-based, beta-arrestin, luminescence, CHO-K1 PathHunter, 1536-well; C-X-C chemokine receptor type 6 (Homo sapiens), O00574; inhibition, % at 20 µM; 360,000 compounds, 0.36% hits; AID 602244, 2012; in the data active = inhibition above about 34%, passing the limit was not always enough;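 also: antagonist mode with CXCL16 agonist at 10 nM final; 0% = 10 nM CXCL16 with DMSO and 100% = unstimulated wells without agonist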
Target sequence (O00574 whole entry, looked up): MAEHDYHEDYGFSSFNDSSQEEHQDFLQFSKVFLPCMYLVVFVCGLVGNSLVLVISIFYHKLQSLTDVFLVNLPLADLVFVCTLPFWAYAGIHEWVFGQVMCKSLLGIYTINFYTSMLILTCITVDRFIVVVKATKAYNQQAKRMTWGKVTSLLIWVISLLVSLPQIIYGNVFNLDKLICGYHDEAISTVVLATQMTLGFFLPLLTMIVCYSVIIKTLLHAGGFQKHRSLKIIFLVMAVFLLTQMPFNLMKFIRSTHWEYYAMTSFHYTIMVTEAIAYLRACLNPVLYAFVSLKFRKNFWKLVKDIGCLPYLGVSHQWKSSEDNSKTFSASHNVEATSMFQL
APJ ag – agonists of human apelin receptor APJ, primary screen, CHO-K1 cells, PathHunter beta-arrestin, luminescence | activation, % at 20 µM | 0% DMSO wells, 100% apelin | AID 2520, 2010 | P35414 | 330,000 compounds, 0.11% hits;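 active = activation more than six SD over the plate average, tested at 20 µM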;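 also: 0% = DMSO alone and 100% = apelin-13 at 10 nM; some results filed as inactive read as strong as hits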
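system = engineered CHO-K1 APJ arrestin reporter cells | input = 1000 cells per well | timing = overnight seeding, 90 min compound at 25 °C, 1 h detection | measured by = enzyme-fragment complementation luminescence | read-out = beta-arrestin recruitment to APJ as agonist activity, luminescent signal | control set = negative DMSO alone, positive Apelin-13 at 10 nM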
CCR6 antagonist – CCR6 receptor antagonists, primary screen, cell-based, CHO-K1, luminescence, beta-arrestin, uHTS | C-C chemokine receptor type 6 (Homo sapiens), P51684 | CHO-K1 CCR6 PathHunter beta-arrestin, CCL20-stimulated | inhibition, % at 20 µM | 340,000 compounds, 0.49% hits | AID 493098, 2011;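 active = compounds whose inhibition of the agonist-driven luminescence signal at 20 µM reaches about 50%, limit read from the data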;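 also: cells stimulated with CCL20 at 14 nM final; plate controls were DMSO with CCL20 for no effect and DMSO without agonist for full effect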
EBI2 antag – EBI2 receptor antagonists, beta-arrestin recruitment, primary screen, cell-based, luminescence, 7a,25-OHC stimulation, uHTS. 7a,25-OHC stimulated. inhibition, % at 5 µM. 360,000 compounds, 0.81% hits; in the data active = inhibition above about 38%;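 also: enzyme fragment complementation signal reports receptor beta-arrestin coupling in cells; 0% = agonist plus DMSO wells and 100% = wells without agonist; some results beyond the cut were filed as inactive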
APJ antagonist – antagonists of human apelin receptor APJ, primary screen, CHO-K1 cells, beta-arrestin complementation, luminescence; P35414; inhibition, % at 20 µM; 330,000 compounds, 0.32% hits;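 active = inhibition above about 40% at 20 µM, limit read from the data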;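 also: cells challenged with 10 nM apelin-13 agonist together with compound; plate controls were apelin-13 plus DMSO wells for no effect and DMSO wells lacking apelin-13 for full effect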
* hit, by the source's call; nt = not tested or not shown. The order is random. Share with any hit: about 3%.

SMILES	ATG4B inhibitor	Gli-Sufu antag	UBC13 inh	CXCR6 block	APJ ag	CCR6 antagonist	EBI2 antag	APJ antagonist
CN(C(=O)c1cccc(NC(=O)Cc2cccc(NC(=O)C3CCN(C(=O)C4CCCC4)CC3)c2)c1)C1CCC1	-13	2	nt	-5	nt	22	4	nt
C=CCn1c(C(C)(C)C)nc2ccccc21	2	3	4	1	-1	-5	5	-5
O=C(CSc1nc2ccccc2s1)NNC(=S)Nc1ccccc1	3	4	-17	-1	-1	10	-5	19
N#Cc1ccccc1N/C=C/C(=O)c1ccc(Cl)cc1	-3	-105	7	0	-1	16	2	-7
CCCCNC(=O)C1CCN(S(=O)(=O)N2CCOCC2)CC1	4	-6	14	-3	-4	5	4	6
CC1=NN(c2ccccc2)C(=O)/C1=C/c1c(O)n(-c2ccc(F)c(Cl)c2)[nH]c1=O	55*	-45	-16	nt	-3	26	nt	27
O=C1C=C(c2ccc3c(c2)OCO3)C[C@@H](c2ccc(Cl)cc2)C1	6	-15	7	0	-1	17	16	-17
COc1ccc(S(=O)(=O)NCCc2ccccn2)cc1	1	5	-3	-1	-6	1	4	-5
O=S(=O)(c1cccc(F)c1)N1CCc2sccc2C1c1ccc(OC(F)(F)F)cc1 (stereo unspecified)	10	13	4	-8	-8	31	16	8
O=C(O)Cn1c(O)c(C2=c3ccccc3=NC2=O)sc1=O	1	5	-55	2	2	6	-19	-9
Nc1nonc1C(=O)NCCNS(=O)(=O)c1ccc(Br)cc1	4	-2	3	-11	-2	12	1	1
COCCn1c(N)c(N(Cc2ccccc2)C(=O)COc2ccc(F)cc2Cl)c(=O)[nH]c1=O	3	-8	7	10	-3	8	-4	-3
O=C(Nc1ccnc(-c2ccncc2)n1)c1ccc(Cl)cc1	-7	2	4	-2	-3	-6	0	16
COc1ccccc1N1CCN(CC(O)COc2ccc3c(c2)CCC3)CC1 (stereo unspecified)	-6	1	-9	-9	-4	-4	29	3
COc1ccc(OC)c(CN2CCCCCC2)c1	4	6	5	-26	-3	4	-15	3
CCc1nnc(NC(=O)CSc2nnc(-c3ccco3)n2CC)s1	8	3	-2	-4	2	0	-6	-2
CN(CC(=O)NCCc1ccc(S(N)(=O)=O)cc1)CC(=O)Nc1ccc(Cl)cc1	-4	10	20	-3	-2	16	-1	2
CSc1c(CC(=O)Nc2ccccc2)n(C)c2ccccc12	-3	4	10	-3	-3	20	-2	-1
COc1ccc(-c2nc3ccccc3c(=O)o2)cc1OC	-12	1	13	-1	-2	10	1	-1
COc1ccc(CCc2nnc(CCC(=O)N(C)Cc3ccnc4ccccc34)o2)cc1	-11	3	-1	-8	1	10	-3	8
COc1ccc(CN2CC(C(=O)NCCCN3CCN(C)CC3)CC2=O)cc1 (stereo unspecified)	5	-2	1	-4	2	2	4	13
O=C(COC(=O)c1cccc(F)c1)NC1CC1	5	-8	15	4	-5	0	-1	-8
O=C(COC(=O)c1nc(Cl)ccc1Cl)NNC(=O)c1ccccc1	0	-7	-6	-4	9	-14	-12	9
CC(=O)NS(=O)(=O)c1ccc(NC(=O)C2C3C=CC(C3)C2C(=O)O)cc1 (stereo unspecified)	0	-12	nt	-3	nt	2	-13	nt
Cc1ccc(NC(=O)Nc2ccc3c(c2)nc(C)n3C)cc1	-12	-107	6	-3	-3	-14	-14	15

New compounds follow.
SMILES	ATG4B inhibitor	Gli-Sufu antag	UBC13 inh	CXCR6 block	APJ ag	CCR6 antagonist	EBI2 antag	APJ antagonist
C/C=C/C=C/C(=O)N1CC[C@]23c4ccccc4N[C@H]4N(C)c5cccc6c5[C@]42CCN([C@H]6C2OC2(C)C)[C@H]13 (stereo partly specified)	-12	8	-20	-6	-2	9	22	-25
Cc1ccc(-c2ccc(=O)[nH]n2)cc1	4	1	-2	-6	-5	-6	3	8
O=C(Nc1cccc(Cl)c1)Nc1cccc(C(=O)O)c1	0	-38	-11	4	0	-7	12	4
COCCCn1c2nc3ccccc3nc2c2c(=O)n(Cc3ccc(Cl)cc3)cnc21	-2	9	7	8	-1	15	4	15
Cc1cc(N2CCCCC2)n2ncc(-c3ccccc3)c2n1	1	-24	8	-4	1	-12	5	3
Cc1ccc(C(=O)Nc2ccc(S(=O)(=O)N3CCOCC3)cc2)cc1Br	-2	-6	2	13	2	4	2	6
CSc1ccc(S(=O)(=O)NCCCOC(C)C)cc1	-5	-6	5	-1	-1	-9	7	9
c1ccc(CCNCC2COc3ccccc3O2)cc1 (stereo unspecified)	-2	8	8	4	-4	15	-3	7
Cc1nc2cc(C(=O)OCC(=O)NC3CCS(=O)(=O)C3)ccc2n1-c1ccccc1 (stereo unspecified)	2	-4	3	5	-1	5	8	13
CCc1[nH]nc(C(=O)N2CCCC(CCC(=O)N3CCN(c4ccccn4)CC3)C2)c1C (stereo unspecified)	6	2	8	0	-3	11	-9	-18
O=C(Cc1ccccc1[N+](=O)[O-])NCCSCc1c(F)cccc1Cl	9	-9	-3	5	-3	27	6	-3
COc1cc(C(O)CO)ccc1O (stereo unspecified)	2	7	5	-1	-3	1	-1	12
Cc1cc(C)c(C)c(S(=O)(=O)N2CCN(CC(=O)c3c(N)n(Cc4ccccc4)c(=O)n(C)c3=O)CC2)c1C	-9	10	6	-3	1	1	9	-17
OC(c1ccc(Cl)cc1)c1nnc(-c2ccccc2)o1 (stereo unspecified)	-9	-25	-1	-4	1	-5	4	4
COc1ccc(CC(NC(C)=O)C(=O)NC2CCN(C(=O)Nc3ccc(Cl)cc3)CC2)cc1OC (stereo unspecified)	-4	2	0	3	0	-4	3	6
O=C(CCNS(=O)(=O)c1ccccc1)N1CCC(Cc2ccccc2)CC1	-4	4	11	-10	-7	-4	-14	3
COc1ccccc1-c1cc(SC)c(C#N)c(=O)o1	-7	-4	3	-1	5	23	14	12
COc1ccc(C(=O)OCC(=O)c2ccc[nH]2)c(OC)c1	-6	-52	-3	-5	-2	14	1	2
CN(C)/C=C(\C(=O)c1ccc(F)cc1F)c1nnnn1-c1ccccc1	35	-7	-4	-4	-4	3	-4	0
CC1(c2cc([N+](=O)[O-])cc([N+](=O)[O-])c2)CC(C)(C)N(C(=O)c2ccccc2)c2ccccc21 (stereo unspecified)	-7	23	1	-3	-2	-14	16	-12
Cc1cc(=O)nc2c3ccccc3n(CC(=O)NCCCN3CCCCC3C)n12 (stereo unspecified)	-4	24	17	2	-8	3	7	7
Cc1ccc2nsnc2c1NC(=O)c1ccc([N+](=O)[O-])cc1	-5	18	-7	2	-2	1	-10	4
CC(=O)n1c2ccccc2c2c1c1ccccc1n2C	2	3	-5	1	-1	28	-1	3
Cn1ncc(S(=O)(=O)Cc2ccccc2)c(Cl)c1=O	-4	-1	3	2	1	24	-4	11
Cc1ccc2c(c1)N(C(=O)CCC(=O)N1CCOCC1)CC(C)O2 (stereo unspecified)	-1	-2	3	1	-2	2	-4	-1

Not a retest: twelve of the compounds above.
SMILES	ATG4B inhibitor	Gli-Sufu antag	UBC13 inh	CXCR6 block	APJ ag	CCR6 antagonist	EBI2 antag	APJ antagonist
C/C=C/C=C/C(=O)N1CC[C@]23c4ccccc4N[C@H]4N(C)c5cccc6c5[C@]42CCN([C@H]6C2OC2(C)C)[C@H]13 (stereo partly specified)	-12	8	-20	-6	-2	9	22	-25
Cc1ccc(-c2ccc(=O)[nH]n2)cc1	4	1	-2	-6	-5	-6	3	8
O=C(Nc1cccc(Cl)c1)Nc1cccc(C(=O)O)c1	0	-38	-11	4	0	-7	12	4
COCCCn1c2nc3ccccc3nc2c2c(=O)n(Cc3ccc(Cl)cc3)cnc21	-2	9	7	8	-1	15	4	15
Cc1cc(N2CCCCC2)n2ncc(-c3ccccc3)c2n1	1	-24	8	-4	1	-12	5	3
Cc1ccc(C(=O)Nc2ccc(S(=O)(=O)N3CCOCC3)cc2)cc1Br	-2	-6	2	13	2	4	2	6
CSc1ccc(S(=O)(=O)NCCCOC(C)C)cc1	-5	-6	5	-1	-1	-9	7	9
c1ccc(CCNCC2COc3ccccc3O2)cc1 (stereo unspecified)	-2	8	8	4	-4	15	-3	7
Cc1nc2cc(C(=O)OCC(=O)NC3CCS(=O)(=O)C3)ccc2n1-c1ccccc1 (stereo unspecified)	2	-4	3	5	-1	5	8	13
CCc1[nH]nc(C(=O)N2CCCC(CCC(=O)N3CCN(c4ccccn4)CC3)C2)c1C (stereo unspecified)	6	2	8	0	-3	11	-9	-18
O=C(Cc1ccccc1[N+](=O)[O-])NCCSCc1c(F)cccc1Cl	9	-9	-3	5	-3	27	6	-3
COc1cc(C(O)CO)ccc1O (stereo unspecified)	2	7	5	-1	-3	1	-1	12

Later entries
SMILES	ATG4B inhibitor	Gli-Sufu antag	UBC13 inh	CXCR6 block	APJ ag	CCR6 antagonist	EBI2 antag	APJ antagonist
O=C(CNS(=O)(=O)c1ccccc1)NCC(=O)OCc1ccc(C(=O)c2ccccc2)cc1	-4	-11	-5	-13	-2	9	6	0
CCOC(=O)N1CCN(c2ccncc2S(=O)(=O)N2CCCCC2)CC1	-9	13	-2	4	-1	10	0	-20
CS(=O)(=O)c1ccccc1C(=O)Nc1ccc(S(=O)(=O)N2CCCC2)cc1	0	3	13	6	-1	3	-9	4
O=C(CC1(O)C(=O)Nc2ccccc21)c1ccccc1O (stereo unspecified)	-7	-2	1	-7	-4	12	-17	-1
CC(C)=CCC12Oc3cc(O)ccc3C1(O)Oc1cc(O)c([C@H]3C=C(C)CC(c4ccc(O)cc4O)[C@H]3C(=O)c3ccc(O)cc3O)c(O)c1C2=O (stereo partly specified)	34	-1	1	nt	0	19	nt	-44
O=C1N[C@H](Cc2c[nH]c3ccccc23)COC(=O)[C@H](Cc2ccc(F)cc2)C/C=C\C[C@H]1CC(=O)N(CCO)Cc1ccccc1	-10	15	-11	3	5	-14	-19	-38
Cc1cccc(CS(=O)(=O)Cc2ccc(C(=O)NC3CCCC3)o2)c1	-11	-10	-1	0	2	6	0	-4
CCOC(=O)c1cc(C#N)c(SCc2ccc(C#N)cc2)nc1C	1	8	12	9	-7	6	16	6
Cc1cccc2sc(N(CCCN(C)C)C(=O)CCS(=O)(=O)c3ccccc3)nc12	-5	9	20	23	5	37	29	4
CCCc1cc(NCC2CCCO2)n2c(nc3ccccc32)c1C#N (stereo unspecified)	-17	7	16	4	2	9	-42	-11
COc1ccc(CC(=O)Nc2ccc(/C(C)=N\NC(=O)c3ccc(Br)o3)cc2)cc1	0	1	1	-5	1	6	7	-4
COc1ccc(NC(=O)N2CCCC2)cc1OC	-1	0	4	2	-3	0	-1	-19
COc1ccccc1/C=C1\SC(=O)N(CC(=O)NCCCn2ccnc2)C1=O	2	-7	1	9	-2	9	-10	1
